# GPT2 inhibitor: GPT2 alanine aminotransferase inhibition. 100,000 compounds, 0.25% hits. AID 1671188. Q8TD30. Potency, µM (highest dose often 57.7 µM), for the others: at the top dose activity change, negative = inhibition, hits mostly inhibitors. Recombinant GPT2, coupled pyruvate oxidase/HRP Amplex Red fluorescence; also: potency is read from the fitted curve at half-maximal effect; nearly all actives have a fitted effect of over 60% in size; many of its hits are not listed in these tables
# Target sequence (Q8TD30 whole entry, looked up): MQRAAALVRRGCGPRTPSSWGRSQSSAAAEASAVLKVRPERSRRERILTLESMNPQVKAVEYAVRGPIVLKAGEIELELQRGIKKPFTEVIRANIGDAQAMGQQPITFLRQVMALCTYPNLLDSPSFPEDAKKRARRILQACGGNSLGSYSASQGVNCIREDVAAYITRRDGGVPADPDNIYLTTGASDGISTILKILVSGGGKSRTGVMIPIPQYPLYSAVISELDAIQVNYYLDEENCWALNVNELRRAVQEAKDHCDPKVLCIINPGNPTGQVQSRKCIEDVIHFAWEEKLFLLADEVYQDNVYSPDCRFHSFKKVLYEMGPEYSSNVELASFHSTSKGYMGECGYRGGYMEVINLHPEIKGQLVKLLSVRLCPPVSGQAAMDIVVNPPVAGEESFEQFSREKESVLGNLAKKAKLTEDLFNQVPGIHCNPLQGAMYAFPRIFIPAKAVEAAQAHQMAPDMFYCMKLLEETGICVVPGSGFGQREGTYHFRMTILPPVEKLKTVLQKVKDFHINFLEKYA
#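 Recombinant GPT2 (10ng/uL) with 250uM a-KG and 2mM L-alanine, 30 min at room temperature, in HEPES pH 7.5 buffer. Pyruvate detected by pyruvate oxidase/HRP/Amplex Red fluorescence after 30 min in the dark; AOA (50uM) as positive control.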
# SNCA viab count: cell viability loss counter-screen | HEK-293-SNCA-luc viability, GF-AFC fluorescence, 24 h | Potency, µM (doses to about 57.1 µM), without a hit: at the highest dose activity change, negative = cytotoxicity, actives largely listed as cytotoxic | 150,000 compounds, 0.12% hits | AID 1671193;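 also: potency is read from the fitted curve at half-maximal effect; 0% = DMSO-treated cells and -100% = medium-only wells without cells; nearly all actives have a fitted effect of over 30% in size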
#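 Cytotoxicity counterscreen: after 24 h compound treatment of genome-edited SNCA-luciferase HEK-293 cells, live-cell protease substrate GF-AFC read by fluorescence after 30 min; activity scaled between DMSO (0%) and medium-only (-100%), curves Hill-fitted.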
# FLuc inh: inhibitors of firefly (Photinus pyralis) luciferase | P08659 | purified P. pyralis luciferase, luminescence, biochemical | Potency, µM (highest dose often 115 µM), for inactives: at the top dose activity change, negative = inhibition, usual class: inhibitors | 76,000 compounds, 2.5% hits | AID 1347043; also: potency is read from the fitted curve at half-maximal effect; nearly all actives have a fitted effect of over 65% in size
#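 Cell-free enzyme assay, 10nM P. pyralis luciferase, luciferin and ATP each at 10uM. Inhibition profiled over a 6-point titration, read as luminescence.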
# SNCA expr inh: reduces expression of the alpha-synuclein gene | AID 1671194 | Potency, µM (doses to about 57.2 µM), for inactives: at the top dose activity change, negative = inhibition, most hits filed as inhibitors | HEK-293 SNCA-luciferase knock-in, luminescence, 24 h | 140,000 compounds, 0.17% hits;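 also: potency is read from the fitted curve at half-maximal effect; plate controls were DMSO cells for no effect and cell-free wells for full effect; nearly all actives have a fitted effect of over 45% in size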
# 3T3 cytotox: NIH 3T3 cell cytotoxicity; NIH 3T3 viability, CellTiter-Glo ATP luminescence, 48-72 h; Potency, µM (titrated, usually from 96.7 µM), for inactives: at the highest dose activity change, negative = cytotoxicity, usual class: inhibitors; 94,000 compounds, 4.3% hits; also: potency is read from the fitted curve at half-maximal effect; nearly all actives have a fitted effect of over 55% in size
#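 Luminescent ATP readout (CellTiter-Glo, 10 min RT) after 48 or 72 hr compound exposure of NIH 3T3 cells seeded at 400 cells/well in 1536-well format; quantitative HTS.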
# IP6K1 inhibitor: IP6K1 kinase inhibition; IP6K1 kinase, ADP-Glo luminescence, 2 h; stronger effect = lower value; AID 1645851; Q92551; 140,000 compounds, 0.81% hits; activity change, % (series mostly up to about 58 µM); in the data active = activity change below about -25%
# Target sequence (Q92551 whole entry, looked up): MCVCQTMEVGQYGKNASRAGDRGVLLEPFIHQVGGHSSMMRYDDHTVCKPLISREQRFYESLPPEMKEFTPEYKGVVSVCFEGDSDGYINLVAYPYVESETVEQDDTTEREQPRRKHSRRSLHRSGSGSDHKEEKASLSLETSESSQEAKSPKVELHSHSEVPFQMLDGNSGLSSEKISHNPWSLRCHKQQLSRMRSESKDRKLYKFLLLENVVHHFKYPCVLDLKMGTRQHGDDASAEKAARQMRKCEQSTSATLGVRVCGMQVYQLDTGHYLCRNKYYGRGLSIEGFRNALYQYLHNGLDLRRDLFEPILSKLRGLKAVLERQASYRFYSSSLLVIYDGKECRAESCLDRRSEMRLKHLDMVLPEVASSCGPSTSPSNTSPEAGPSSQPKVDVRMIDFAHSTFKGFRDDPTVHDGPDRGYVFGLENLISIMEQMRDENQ
#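 ADP-Glo luminescence measures ADP made by human IP6K1 during a 2 h RT reaction with ATP/IP6 (mix at 1.3 mM/130 uM); top library doses 57.5 and 19.1 uM final.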
# HEK cytotox: HEK 293 cell cytotoxicity. HEK 293 viability, ATP luminescence (CellTiter-Glo), 48-72 h. Potency, µM (doses to about 115 µM), inactives show at the highest dose activity change, negative = cytotoxicity, most hits filed as inhibitors. 94,000 compounds, 6.6% hits; also: potency is read from the fitted curve at half-maximal effect; nearly all actives have a fitted effect of over 60% in size
#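 250 HEK 293 cells/well; compound by pintool; incubated 48 or 72 hr at 37 degree Celsius; CellTiter-Glo added, 10 min RT, luminescence imaged.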
# The depositor's hits bear a star; i = inactive; ? = inconclusive; . = no result given; [ ] = another dose, or the depositor's remark. Unless noted, calls follow the shape of the dose curve; as a rule, active = well fitted curve in the direction sought with a large enough effect; inconclusive = small, poorly fitted or top-dose-only effect, or another doubt; inactive = no such curve, though single readings can be large; an effect the other way counts as inactive or inconclusive. Unless noted, % is scaled to controls: 0 for no effect and ±100 for the full control effect.
# The first 3 entries (preview)
SMILES,GPT2 inhibitor,SNCA viab count,FLuc inh,SNCA expr inh,3T3 cytotox,IP6K1 inhibitor,HEK cytotox
COCC(=O)N[C@H]1CO[C@H]2[C@@H]1OC[C@@H]2Nc1nccc(-c2cccc(C#N)c2)n1,-17%[88.5 µM],2%[87.6 µM],-5%[172 µM],2%[87.6 µM],-22%[174 µM],-11,3%[172 µM]
COc1ccc2[nH]c3c(c2c1)CCN(C)C31CCN(C(=O)c2cnccc2C)CC1,i,-2%[12.5 µM],7%,-4%,3%,-6,2%
CNC(=O)c1cnn2c1CN(C(=O)OCc1ccccc1)CC2,i,8%,.,29%,-29%,12,-1%

# This part in full (from the top)
SMILES,GPT2 inhibitor,SNCA viab count,FLuc inh,SNCA expr inh,3T3 cytotox,IP6K1 inhibitor,HEK cytotox
COCC(=O)N[C@H]1CO[C@H]2[C@@H]1OC[C@@H]2Nc1nccc(-c2cccc(C#N)c2)n1,-17%[88.5 µM],2%[87.6 µM],-5%[172 µM],2%[87.6 µM],-22%[174 µM],-11,3%[172 µM]
COc1ccc2[nH]c3c(c2c1)CCN(C)C31CCN(C(=O)c2cnccc2C)CC1,i,-2%[12.5 µM],7%,-4%,3%,-6,2%
CNC(=O)c1cnn2c1CN(C(=O)OCc1ccccc1)CC2,i,8%,.,29%,-29%,12,-1%
CCn1cnnc1CC1CCN(C(=O)c2ccc3ccccc3n2)C1 (stereo not given),-7%,-21%,-13%,-19%,i,1,-4%
COCC(=O)NCCC1CCN(C(=O)Nc2cc(F)cc(F)c2)CC1,-15%,10%,10%,5%,-9%,-1,3%
Cc1nc(-c2ccc(OC3CCN(C(=O)NC(C)C)C3)cc2)no1 (stereo not given),i,0%,-16%,29%,-28%,3,?
CCc1cccc(NC(=O)Cn2c(=O)n(CCCCCC(=O)NCc3ccc(F)cc3)c(=O)c3sccc32)c1,.,-7%,.,-16%,.,3,.
CCC(CC)CC(=O)N1CCCC(Nc2ccc3c(c2)OCCO3)C1 (stereo not given),?,-30%,2%,-13%,?,10,?
COc1ccc(NC(=O)O[C@@H]2CO[C@H]3[C@@H]2OC[C@@H]3NC(=O)NC2CCCCC2)cc1,-11%[88.5 µM],0%[87.6 µM],-13%[172 µM],21%[87.6 µM],?,3,-28%[172 µM]
Cc1ccc(C(=O)N2CCC3(CC2)CC(N2CCN(c4ccccc4)CC2)CCO3)cn1 (stereo not given),?,-5%,3%,?,-25%,-5,?
COc1ccccc1CNC(=O)C1CCCN(c2nc3ccccc3n3cccc23)C1 (stereo not given),.,-19%,.,-4%,.,-1,.
CN(C)[S+](=O)([O-])c1ccc2c(c1)OCCN(Cc1cccc(Cl)c1)C2,-12%[88.5 µM],-13%[87.6 µM],0%[172 µM],-28%[87.6 µM],?,-7,79µM*
Cc1cccc(-n2nc(COc3ccccc3)nc2CN2CCOC2=O)n1,-9%,1%,6%,-25%,?,8,1%
CC(=O)c1c(C)oc2c1cc(NS(=O)(=O)c1ccc(Br)cc1)c1ccccc12,.,-6%,.,4%,.,8,.
CCSCCn1nc(CC2CCNCC2)n(CC)c1=O,-4%,2%,-7%,15%,2%,-8,i
O=C(NC1CCCC1)N[C@@H]1C[C@H](CO)[C@@H](O)[C@H]1O,2%[88.5 µM],6%[87.6 µM],-13%[230 µM],-7%[87.6 µM],-18%[174 µM],-11,-11%[230 µM]
COCCN1C(=O)CC[C@]2(C(=O)NCc3ccc(C)cc3)CCCC[C@@H]12,-24%,-12%,0%,6%,-25%,2,-20%
COc1ccc(Cn2c(=O)c(C(=O)NC(C)C)nc3cccnc32)cc1,-10%,-5%,.,20%,-27%,-2,-12%
CCn1nccc1C(=O)NC1CCCN(c2cc(N(C)C)ncn2)C1 (stereo not given),i,-2%,5%,-14%,2%,8,2%
COc1ccc(C(=O)N[C@H]2CC[C@]3(C)CCC([C@H](C)C(=O)NC4CCCCC4)[C@H](O)[C@H]3[C@@H]2C)cc1 (stereo not given in full),i,-15%,-2%,-12%,-19%,-15,i
C=Cc1ccc(Cn2c(C(=O)O)c(CNC3CCCC3)c3ccc(C)cc32)cc1,.,?,.,-24%,.,1,.
Cc1ccc(F)cc1S(=O)(=O)N(C)CC1CCOC1 (stereo not given),-9%,-6%,4%,-29%,i,14,9%
CC(O)C(O)/C=C/C=C/C(=O)O[C@@H]1C=C2COC(=O)[C@]2(O)[C@@]2(C)CCCC(C)(C)C12 (stereo not given in full),i,-12%[23.9 µM],.,.,.,-7,.
Cc1nc(N2CCCC2)c2c(C(=O)N3CCN(c4cccc(Cl)c4)CC3)c(C)oc2n1,.,-6%,.,?,.,-5,.

# Random excerpt: 3 records from the list, in no set order.
SMILES,GPT2 inhibitor,SNCA viab count,FLuc inh,SNCA expr inh,3T3 cytotox,IP6K1 inhibitor,HEK cytotox
C=Cc1ccc(Cn2c(C(=O)O)c(CNC3CCCC3)c3ccc(C)cc32)cc1,.,?,.,-24%,.,1,.
CC(=O)c1c(C)oc2c1cc(NS(=O)(=O)c1ccc(Br)cc1)c1ccccc12,.,-6%,.,4%,.,8,.
CCSCCn1nc(CC2CCNCC2)n(CC)c1=O,-4%,2%,-7%,15%,2%,-8,i

# Continuation.
SMILES,GPT2 inhibitor,SNCA viab count,FLuc inh,SNCA expr inh,3T3 cytotox,IP6K1 inhibitor,HEK cytotox
CCCC(=O)Nc1cccc(OCc2cc(=O)n3cccc(C)c3n2)c1,.,-11%,.,35%[activator],.,8,.
CCOC(=O)CNC(=O)NCC1CCC(=O)N(Cc2ccccc2)CC1 (stereo not given),i,7%,.,-19%,-5%,2,i
c1ccc(CN2CC(N3CCc4ccccc43)C2)cc1,1%[88.5 µM],-2%[87.6 µM],.,22%[87.6 µM],?,-9,-24%[172 µM]
O=C(NCCc1cccnc1)c1ccc(-c2nnc3ccc(NC(=O)C4CCC4)cn23)cc1,i,-1%,-18%,76%[activator],35µM*,1,?
CC1CN(C(=O)CCC(=O)NCc2cccs2)c2ccccc2O1 (stereo not given),.,6%,.,14%,.,9,.
CC1(C)N=C(c2ccccc2)C(=O)N1CC(=O)NC1CCCCC1,i,-4%[12.5 µM],-3%,-10%,-14%,3,-3%
CCc1cc(=O)n(CC(=O)N2CCN(c3ccccc3F)CC2)c(N2CCOCC2)n1,i,-16%,-9%,-18%,?,26,40µM*
COCCC(=O)N1C[C@H]2OC(=O)N(CCc3ccc(OC)cc3)[C@H]2C1,3%,?,0%,?,-24%,-3,-2%
CCCOC(=O)CSc1nnc2ccc3ccccc3n12,.,5%,.,9%,.,-4,.
O=C(c1ccc(F)cc1)N1CCC2(CC1)CC(c1cccc(C(F)(F)F)c1)=NO2,i,0%,22%,21%,?,-9,?
CC1=C[C@@H](CNC(=O)CN(C)C)[C@H](C(C)C)C[C@H]1Cc1nc2ccccc2[nH]1,4%[88.5 µM],?,-5%[172 µM],-24%[87.6 µM],100µM*,-12,?
N#CCn1nc2n(c1=O)CCN(C(=O)c1cccc3[nH]ccc13)CC2,5%,-8%,-8%,50%[activator],-15%,5,-16%

# By substructure, those above with a Cl atom.
SMILES,GPT2 inhibitor,SNCA viab count,FLuc inh,SNCA expr inh,3T3 cytotox,IP6K1 inhibitor,HEK cytotox
CN(C)[S+](=O)([O-])c1ccc2c(c1)OCCN(Cc1cccc(Cl)c1)C2,-12%[88.5 µM],-13%[87.6 µM],0%[172 µM],-28%[87.6 µM],?,-7,79µM*
Cc1nc(N2CCCC2)c2c(C(=O)N3CCN(c4cccc(Cl)c4)CC3)c(C)oc2n1,.,-6%,.,?,.,-5,.

# The list goes on.
SMILES,GPT2 inhibitor,SNCA viab count,FLuc inh,SNCA expr inh,3T3 cytotox,IP6K1 inhibitor,HEK cytotox
O=C(c1ccccc1F)N1CCn2c(nn(-c3ccc(C(F)(F)F)cc3)c2=O)C1,-2%,7%,.,4%,-28%,-12,?
COCC(=O)N[C@H]1CCN2C(=O)c3cc(Br)ccc3NC(=O)[C@@H]2C1,-16%[88.5 µM],3%[87.6 µM],-6%[172 µM],-6%[87.6 µM],-26%[174 µM],2,?
Cc1cccc([S+](=O)([O-])N2CCC3(CC2)OCCN(C)C3=O)c1,2%[88.5 µM],3%[87.6 µM],-10%[172 µM],-10%[87.6 µM],?,2,i
CN(C)S(=O)(=O)N1CCOCCNC(=O)[C@@H]2CCC[C@@H]21,-3%,7%,-4%,-4%,i,1,4%
Cc1cc(C)cc(NC(=O)C(NS(=O)(=O)c2cccc3nsnc23)c2ccccc2)c1 (stereo not given),.,-6%,.,-13%,.,-1,.
CC(C)CCNC(=O)c1c2c(nc3ccccc13)C(=O)N(C1CCCCC1)C2,.,1%,.,3%,.,2,.
COCCN1CCC(N2CCN(S(=O)(=O)c3cccc(Cl)c3)CC2)C1=O (stereo not given),3%,5%,5%,-17%,i,5,i
CN1C(=O)CCC2(CNC(=O)c3ccoc3)CCCC=C12 (stereo not given),i,1%,3%,10%,i,-12,i
c1cc(CN2CCn3c(nnc3C3CCCNC3)C2)cs1 (stereo not given),-22%[88.5 µM],-12%[87.6 µM],-6%[172 µM],-14%[87.6 µM],-10%[138 µM],3,-3%[172 µM]
O=C(c1nc2cccnc2n(CCc2ccccc2)c1=O)N1CCOCC1,i,5%,.,-19%,-2%,24,-3%
CC(C)NC(=O)c1cc(-c2cccc(F)c2)nc2c1cnn2C,.,.,.,.,?,11,?
OCc1cccc(-c2ccc3ncc(Nc4cccc(C(F)(F)F)c4)n3n2)c1,?,?,-3%[172 µM],?,50µM*,-7,?
Cc1ccc(CCNC(=O)c2nnn3c2COC(c2ccc(F)cc2)C3)cc1 (stereo not given),?,5%,5%,8%,-8%,2,-1%
CN(C)c1ccc(C(=O)N2CC[C@H]3NC(=O)N(c4ccc(Oc5ccccc5)cc4)C(=O)[C@H]32)cc1,i,3%,-7%,-7%,-14%,-1,-5%
O=C(N[C@H]1CCN2C(=O)c3cc(-c4ccc(Cl)cc4)ccc3NC(=O)[C@H]12)C1CCCC1,-1%,2%,?,54%[activator],?,5,?
O=C(O)C[C@@H]1CCN(C(=O)NC2CCCCC2)C[C@@H]1CCN1CCN(c2ccc(F)cc2)CC1,0%,-1%,3%,2%,0%,5,i
CCn1cnnc1CC1CCN(C(=O)C2CCCC2)C1 (stereo not given),i,4%,-16%,-14%,-4%,12,2%
Cc1c(C)n(Cc2ccccc2)c2ccc(C(=O)NCc3ccco3)cc12,.,-25%,.,102%[activator],.,-3,.
Cn1cc(C(=O)N2CCCC(Cc3noc(-c4ccncc4)n3)C2)cn1 (stereo not given),i,2%,-3%,-7%,-5%,0,7%
CCN(CC)C(=O)[C@@H]1CCC[C@@H](NC(=O)c2ccc(OC)cc2)CN(C)C(=O)C1,0%[88.5 µM],-6%[87.6 µM],-13%[172 µM],?,-1%[174 µM],5,i

# Compound activity from PubChem.

# The list is partial (hit frequency here may not be typical).
